NFkB SMM: NF-kappa-B p105 (human) binding; P19838; Small molecule microarray, anti-His fluorescence binding; calls only; 17,000 tested, 1.3% active; AID 624139;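 active = spot fluorescence over background significantly raised, with a chance value under 7% in all four replicate spots of the compound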;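 also: probe protein is his-tagged human p50 processed subunit at 1 µg/ml; raw spot fluorescence signals with no normalization applied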
Target sequence (P19838 1-433 limits assumed): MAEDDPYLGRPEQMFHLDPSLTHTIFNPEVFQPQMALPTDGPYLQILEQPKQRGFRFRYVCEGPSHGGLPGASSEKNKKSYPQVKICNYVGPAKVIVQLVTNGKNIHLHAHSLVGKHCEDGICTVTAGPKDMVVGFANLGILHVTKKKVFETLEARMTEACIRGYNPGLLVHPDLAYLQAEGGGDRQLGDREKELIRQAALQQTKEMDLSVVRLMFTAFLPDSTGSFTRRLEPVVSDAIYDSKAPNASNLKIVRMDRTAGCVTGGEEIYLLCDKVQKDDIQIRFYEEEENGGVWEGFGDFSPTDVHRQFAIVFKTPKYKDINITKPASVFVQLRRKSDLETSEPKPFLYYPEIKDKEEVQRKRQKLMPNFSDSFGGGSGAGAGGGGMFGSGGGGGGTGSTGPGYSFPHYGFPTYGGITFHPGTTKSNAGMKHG
Calls only; i = inactive. Not all compounds are listed (hit frequency here may not be typical).

SMILES	NFkB SMM
Cc1cccc(N2C(=O)NC(=O)C(CCc3ccncc3)(CCc3ccncc3)C2=O)c1	i
C=C[C@@]12CN(C)[C@H]3[C@H]1[C@@]1(C(=O)Nc4ccccc41)C1CC2[C@@H]3CO1	i
CC(=O)c1cccc(NC(=O)CSC2c3ccccc3-c3ccccc32)c1	i
COC(/C=C/CC/C=C/C(=O)O)C(O)C(C)C(O)/C(C)=C/C(C)C(=O)CCCC1CC(=O)NC(=O)C1 (centres undefined)	i
O=[N+]([O-])c1ccc2nc(N3CCNCC3)ccc2c1	i
COc1ccc(/C=C/c2cc(O)cc(O)c2)cc1	i
C[C@H]1CCCC(=O)CCC/C=C/c2cc(O)cc(O)c2C(=O)O1	i
C=CCN1C[C@H](C)N([C@@H](c2ccccc2)c2ccc(C(=O)N(CC)CC)cc2)C[C@H]1C	i
CN1C2CCCC1CC(=O)C2	i
COC1=CC(=O)OC(/C=C/c2ccccc2)C1 (centres undefined)	i
C=CCN1C(=S)N[C@@H]2c3ccccc3O[C@@]1(C)[C@@H]2C(=O)OCC	i
C#C[C@]1(O)CC[C@H]2[C@@H]3CCC4=CC(=O)CC[C@]4(C)[C@H]3CC[C@@]21C	i
C[N+]1([O-])[C@@H]2CC(OC(=O)[C@H](CO)c3ccccc3)C[C@H]1[C@@H]1O[C@@H]12 (some centres undefined)	i
CCN1C[C@]2(COC)CCC(OC)[C@@]34C5C[C@]6(O)[C@H](OC(=O)c7ccc(OC)cc7)C5[C@@](OC(C)=O)(C[C@H]6OC)[C@@H]([C@H](OC)C23)[C@@H]14 (some centres undefined)	i
C[C@H]1O[C@@H](O[C@H]2CC[C@]3(CO)C4CC[C@]5(C)[C@@H](C6=CC(=O)OC6)CC[C@]5(O)C4CC[C@H]3C2)[C@H](O)[C@H](O)[C@@H]1O (some centres undefined)	i
C[C@@H]1O[C@@H](O[C@@H]2C=C3CC[C@@H]4C(C[C@@H](O)[C@]5(C)[C@@H](c6ccc(=O)oc6)CC[C@]45O)[C@@]3(C)CC2)[C@H](O)[C@H](O)[C@H]1O[C@@H]1O[C@H](CO)[C@@H](O)[C@H](O)[C@H]1O (some centres undefined)	i
COC(=O)[C@@]12C(=O)C(C)C(=O)[C@]1(C)C(C)=C[C@H]1[C@]3(C=O)CC[C@H](OC(C)=O)C(C)(C)[C@H]3CC[C@@]12C (some centres undefined)	i
CCC1=CC2CN3CCc4c([nH]c5ccccc45)[C@@](C(=O)OC)(C2)[C@@H]13	i
O=[N+]([O-])c1ccc(O)c([N+](=O)[O-])c1	i
CC[C@@]1(O)C(=O)OCc2c1cc1n(c2=O)Cc2cc3c(O)cccc3nc2-1	i
CC(C)=CCc1c(O)cc2c(c1O)C(=O)CC(c1ccc(O)cc1)O2 (centres undefined)	i
CS(=O)(=O)Nc1ccc(Cc2noc(-c3ccc4[nH]cc(CCN)c4c3)n2)cc1	i
CC(C)(C)c1cc(C=C(C#N)C#N)cc(Br)c1O	i
O=C(Nc1ccc2c(C(F)(F)F)cc(=O)oc2c1)c1nc2ncccn2n1	i
C=CCN1C[C@H](C)N([C@H](c2ccc(C(=O)N(CC)CC)cc2)c2cccc(O)c2)C[C@H]1C	i
C#CCN1C(C)=C(C(=O)CCO)C(c2cccc(-n3oo3)c2)C(C(=O)OC)=C1C (centres undefined)	i
CC(C)c1cc2c(cc1O)[C@@]1(C)CCCC(C)(C)[C@@H]1CC2	i
Cc1ccc(OC(=O)N(C)C[C@@H]2OCc3cnnn3CCCC(=O)N([C@@H](C)CO)C[C@H]2C)cc1	i
COc1ccccc1OCCCn1cc(C(=O)C(C)(C)C)c2ccccc21	i
COC(=O)c1c(C)n(CCCOC(C)C)c2c1cc(O)c1ccccc12	i

Given with each value named: four of the compounds above.
> CC(C)=CCc1c(O)cc2c(c1O)C(=O)CC(c1ccc(O)cc1)O2 (centres undefined)
  NFkB SMM: i
> O=C(Nc1ccc2c(C(F)(F)F)cc(=O)oc2c1)c1nc2ncccn2n1
  NFkB SMM: i
> CS(=O)(=O)Nc1ccc(Cc2noc(-c3ccc4[nH]cc(CCN)c4c3)n2)cc1
  NFkB SMM: i
> CC(C)(C)c1cc(C=C(C#N)C#N)cc(Br)c1O
  NFkB SMM: i

Further structures
SMILES	NFkB SMM
OC[C@H]1O[C@@H](Oc2ccc(/C=C/c3cc(O)cc(O)c3)cc2O)[C@H](O)[C@@H](O)[C@@H]1O	i
CC(C)(CN)CNc1ccc([N+](=O)[O-])c2cccnc12	i
COc1ccc(OC(=O)N(C)C[C@H]2OCc3cnnn3CCCC(=O)N([C@H](C)CO)C[C@@H]2C)cc1	i
CC[C@]12C=CCN3CC[C@@]4(c5ccc(OC)cc5N(C)[C@H]4[C@@](O)(C(=O)OC)[C@@H]1OC(C)=O)[C@@H]32	i
C/C=C1/C[N+]2([O-])C3CC1C(CO)C2Cc1c3[nH]c2ccc(OC)cc12 (centres undefined)	i
COc1ccc2c(c1O)-c1cc(O)cc3c1[C@@H](C2)N(C)CC3	i
CC(C(=O)OC1CC2CCC(C1)N2C)c1ccc(Br)cc1 (centres undefined)	i
COc1ccc(CN2CCNCC2)c(OC)c1OC	i
COC(C/C=C/C=C/CC/C=C\CC(C)/C=C\C(=C/C(=O)O)CC(=O)O)/C(C)=C\C=C(/C)C(=O)O (centres undefined)	i
COC1=CC23CCN(C)[C@H](Cc4cc(OC)c(OC)cc42)C3=CC1=O	i
O=C(/C=C/c1ccccc1)OCC1OC(OC2OC=CC3C(O)C4OC4(CO)C23)C(O)C(O)C1O (centres undefined)	i
COc1cc2c(c(OC)c1OC)-c1ccc(O)c(=O)cc1[C@@H](N)CC2	i
CC[C@H]1CN2CC[C@H]1C[C@@H]2[C@@H](O)c1ccnc2ccc(OC)cc12	i
CN1C(=O)c2ccccc2NC(=O)[C@]12O[C@@H]2c1ccccc1	i
CC(=O)O[C@@H](c1nc2ccccc2c(=O)n1[C@@H]1C[C@@]2(OC1=O)c1ccccc1N1C(=O)[C@H](C)N(O)[C@@H]12)C(C)C	i
COc1ccc(CCNCc2cccnc2)cc1OC	i
CN1CCN(C(=O)OC2c3nccnc3C(=O)N2c2ccc(Cl)cn2)CC1 (centres undefined)	i
CCCN1CCc2cc(O)cc3c2[C@H]1Cc1ccc(O)c(O)c1-3	i
CC1(CCO)CC(C)(CCc2ccccc2)OO1 (centres undefined)	i
CN[C@@H]1C[C@H]2O[C@@](C)([C@@H]1OC)n1c3ccccc3c3c4c(c5c6ccccc6n2c5c31)C(=O)NC4	i
O[C@@H]1CCCC[C@H]1N1CCC(c2ccccc2)CC1	i
CC(C(=O)Nc1ccc(Cl)cc1C(=O)c1ccccc1)N1C(=O)C2C3C=CC(C3)C2C1=O (centres undefined)	i
Cc1ccc(OC(=O)N(C)C[C@H]2OCc3cnnn3CCCC(=O)N([C@@H](C)CO)C[C@H]2C)cc1	i
Cc1cccc(C(C)c2cnc[nH]2)c1C (centres undefined)	i
C[C@@]1(C(=O)O)CC[C@]2(C)CC[C@]3(C)C4=CC(=O)c5cc(O)c(O)cc5[C@]4(C)CC[C@@]3(C)[C@@H]2C1	i
CC(=O)OC1CCC2(C)C(CC[C@@H]3[C@@H]2CCC2(C)C(C4=CC(=O)OC4)CCC32O)C1 (some centres undefined)	i
Oc1ccc2c3c1OC1c4[nH]c5ccccc5c4CC4(O)C(C2)N(CC2CC2)CCC314 (centres undefined)	i
CC(C)c1cc2c(cc1O)[C@@]1(C)C[C@@H](O)CC(C)(C)C1CC2 (some centres undefined)	i
C/C=C(\C)C(=O)O[C@H]1CC2C(=C1C)[C@H]1OC(=O)[C@](C)(O)[C@]1(O)[C@H](OC(=O)CCC)C[C@@]2(C)OC(C)=O (some centres undefined)	i
CCCOC(=O)c1cc2c(cn1)[nH]c1ccccc12	i
Cc1ccc(OC(=O)N(C)C[C@H]2OCc3cnnn3CCCC(=O)N([C@H](C)CO)C[C@H]2C)cc1	i
CC(C)(O)CCC(=O)[C@](C)(O)[C@H]1[C@H](O)C[C@@]2(C)[C@@H]3CC=C4C(C=C(O[C@@H]5O[C@H](CO)[C@@H](O)[C@H](O)[C@H]5O)C(=O)C4(C)C)[C@]3(C)C(=O)C[C@]12C (some centres undefined)	i
N#CC(C#N)=NNc1cccc(Cl)c1	i
CC[C@@H]1/C=C\C=C\C[C@H](C)[C@@H](O)[C@](C)(O)C(=O)[C@H](C)[C@@H](O)[C@H](C)C(=O)[C@H](C)[C@@H](O)[C@H](C)/C=C/C(=O)O[C@H]2[C@@H](C)[C@@H](CC1)O[C@@]1(CC[C@@H](C)[C@@H](C[C@H](C)O)O1)[C@@H]2C	i
CCCCC1(C2CCCC2)Cc2cc(OCCCC(=O)O)c(Cl)c(Cl)c2C1=O (centres undefined)	i

Of the compounds above, these contain an NH in an aromatic ring.
SMILES	NFkB SMM
CCC1=CC2CN3CCc4c([nH]c5ccccc45)[C@@](C(=O)OC)(C2)[C@@H]13	i
CS(=O)(=O)Nc1ccc(Cc2noc(-c3ccc4[nH]cc(CCN)c4c3)n2)cc1	i
C/C=C1/C[N+]2([O-])C3CC1C(CO)C2Cc1c3[nH]c2ccc(OC)cc12 (centres undefined)	i
Cc1cccc(C(C)c2cnc[nH]2)c1C (centres undefined)	i
Oc1ccc2c3c1OC1c4[nH]c5ccccc5c4CC4(O)C(C2)N(CC2CC2)CCC314 (centres undefined)	i
CCCOC(=O)c1cc2c(cn1)[nH]c1ccccc12	i
